Glyco luc inh: blocks N-linked glycosylation in D54 reporter cells | reporter increase, % at 12.5 µM | D54 ERlucT glycosylation luciferase reporter, 24 h; percent of 100 nM tunicamycin response | hit rate 0.23% among 360,000 | AID 588692;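 active means mean luciferase reporter signal, scaled so untreated is 0 and the glycosylation-blocking control 100, at or above a set limit in every replicate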;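 further: luciferase carries N-glycosylation sites so blocking glycosylation raises the light; 0% = median of neutral control wells and 100% = median of 100 nM tunicamycin wells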
ABCB6 inh MLPCN: inhibitors of human ABC transporter ABCB6; K562-ABCB6 porphyrin accumulation, flow cytometry, 1 h; stronger effect = lower value; Q9NP58; hit rate 0.19% among 360,000; fluorescence ratio to DMSO, % at 10 µM;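 active means fluorescence ratio to DMSO below 75%, the collection mean minus 3 SD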;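 further: signal is porphyrin accumulated inside mitochondria; 100% equals median channel fluorescence of DMSO control wells; lower ratio means ABCB6 inhibition with less porphyrin fluorescence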
Granule exo inh: blocks lytic granule exocytosis; TALL-104 LAMP-1 surface exposure, flow cytometry; cells stimulated with thapsigargin and PMA; inhibition, % at 10 µM; hit rate 0.66% among 360,000;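 active means inhibition above about 55%, limit read from the data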
MC4R antagonist: human MC4R antagonism in cAMP assay | MC4R-expressing cells, MTII-stimulated cAMP, LANCE TR-FRET | inhibition, % at 6.5 µM | hit rate 0.48% among 360,000;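 active means inhibition above its plate's cutoff, the mean of tested wells on that plate plus 3 SD, cut at about 29% in these data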;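 further: 0% = Melanotan II alone and 100% = Melanotan II plus saturating MCL0020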
Target sequence (P32245 whole entry, looked up): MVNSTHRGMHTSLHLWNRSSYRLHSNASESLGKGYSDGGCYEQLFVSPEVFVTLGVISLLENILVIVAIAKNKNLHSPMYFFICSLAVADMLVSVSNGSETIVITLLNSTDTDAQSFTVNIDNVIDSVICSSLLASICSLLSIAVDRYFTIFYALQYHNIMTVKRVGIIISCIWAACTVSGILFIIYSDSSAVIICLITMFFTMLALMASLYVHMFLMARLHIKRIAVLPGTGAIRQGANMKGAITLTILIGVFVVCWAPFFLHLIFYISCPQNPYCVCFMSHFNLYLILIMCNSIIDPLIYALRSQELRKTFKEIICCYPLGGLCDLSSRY
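Test system: U2OS cells stably expressing human melanocortin 4 receptor (MC4R); also added: Melanotan II challenge; compound: 6.5 µM single dose; timing: 30-min compound preincubation, 1-h Melanotan II challenge, 1-h detection, room temperature; signal: Eu-cAMP/anti-cAMP TR-FRET, emission 671 nm; repeats: one well per compound, no replicates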
MC4R ag barr: activates human MC4R beta-arrestin recruitment | P32245 | U2OS MC4R beta-arrestin complementation, luminescence; percent of melanotan II response, DMSO zero | activation, % at 8.9 µM | hit rate 0.98% among 360,000;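 active means activation above a per-plate cutoff, the mean activation of sample wells on that plate plus 3 SD, cut at about 8% in these data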
CaV13 FRET inh: Primary screen for inhibitors of IQ motif and Ca2+-dependent inactivation inhibitor domain binding in CACNA1D, Förster resonance energy transfer in living cells, … | HEK cells, CFP/YFP FRET ICDI-IQ, plate reader, 10 min; percent FRET-ratio fall versus neutral wells | inhibition, % at 12.3 µM | hit rate 0.098% among 340,000 | AID 743397;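 active means mean replicate inhibition of at least 30% and at least 1% of replicates passing that level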;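 further: 0% = median of the neutral control wells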
HTR2A ag: mouse HTR2A agonism via beta-arrestin recruitment | AID 624169 | hit rate 0.66% among 360,000 | activation, % at 7.6 µM | CHO-K1 mHTR2A beta-arrestin complementation, luminescence; percent of 30 µM serotonin response;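 active means activation above a run cutoff, the mean activation of all tested compounds plus 3 SD, cut at about 14% in these data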;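 further: 0% = plate median of compound wells and 100% = 30 µM serotonin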
Target sequence (P35363 whole entry, looked up): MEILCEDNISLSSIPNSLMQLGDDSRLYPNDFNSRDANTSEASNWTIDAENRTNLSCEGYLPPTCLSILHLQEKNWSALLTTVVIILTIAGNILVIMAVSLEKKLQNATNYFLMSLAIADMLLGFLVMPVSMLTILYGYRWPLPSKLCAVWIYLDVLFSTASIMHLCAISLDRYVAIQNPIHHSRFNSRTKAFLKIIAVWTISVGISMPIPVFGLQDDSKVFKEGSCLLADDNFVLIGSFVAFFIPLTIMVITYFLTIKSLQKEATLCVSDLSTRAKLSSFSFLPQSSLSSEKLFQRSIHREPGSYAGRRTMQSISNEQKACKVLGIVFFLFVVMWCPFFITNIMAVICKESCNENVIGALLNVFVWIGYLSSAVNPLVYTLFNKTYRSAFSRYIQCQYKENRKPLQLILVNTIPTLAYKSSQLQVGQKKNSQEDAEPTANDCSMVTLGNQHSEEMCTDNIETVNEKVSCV
PDI turbidity: PDI (human) enzyme inhibition; inhibition, % at 10 µM; hit rate 0.052% among 350,000; P07237; PDI insulin aggregation turbidity, A650, 90 min;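 active means mean inhibition across replicates of 30% or more, whatever share of single replicates reach that level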;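 further: absorbance from insulin aggregation driven by PDI reduction with DTT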
H9c2 protect: modulators protecting cardiomyocytes from myocardial damage; H9c2 cardiomyocytes, H2O2 injury protection, ATPLite, 2 h; protection from H2O2 cell death, % at 20 µM; hit rate 0.63% among 360,000; AID 588492;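 active means compounds giving at least 50% protection of heart cells from peroxide-induced death in the single-dose screen, raw or plate-pattern-corrected value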;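 further: 0% = DMSO wells with peroxide and 100% = DMSO wells without peroxide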
ABHD5-PLIN5 inh: inhibitors of human ABHD5-perilipin-5 interaction; Q00G26+Q8WTS1; Split G. princeps luciferase complementation, luminescence, 4 h; inhibition, % at 4 µM; hit rate 0.78% among 360,000;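 active means inhibition above the mean inhibition across every tested compound plus 3 SD, cut at about 22% in these data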;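 further: 0% = DMSO only wells and the 100% control is not disclosed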
The depositor's hits bear a star; / = no result given. Random draw from the library (roughly 4.2% active in at least one column).

No.	structure	Glyco luc inh	ABCB6 inh MLPCN	Granule exo inh	MC4R antagonist	MC4R ag barr
1	CC(C)NC(=O)C1(C)CCN1C/C=C/c1ccccc1 (centres undefined)	1	98	-12	8	-2.2
2	COc1cccc(NC(=S)N2CCN(c3ccc([N+](=O)[O-])cc3)CC2)c1	-1	105	2	8	-1.7
3	CC(=O)Nc1ccc(-c2nc3ccccc3c(=O)o2)cc1	-1	97	10	21	0.8
4	CC(C)N(Cc1nnc(-c2ccc(Cl)cc2)o1)C(=O)C1=COCCO1	-1	99	-2	5	0.1
5	CC(=O)Nc1ccc(NC(=O)c2ccc(C)c(S(=O)(=O)Nc3cccc(C)c3)c2)cc1	-4	95	2	3	-0.1
6	C=CCn1c(COc2ccccc2F)nnc1SCCN1C(=O)c2ccccc2C1=O	-1	94	-1	0	2.5
7	Cc1ccccc1N(CC(=O)N/N=C/c1ccc(N(C)C)cc1)C(=O)c1ccccc1	-2	94	1	1	-0.6
8	COc1cc(-c2c(C#N)c(N)nc3c2CCCC3)cc(OC)c1OC	-10	103	0	-9	-1.6

No.	CaV13 FRET inh	HTR2A ag	PDI turbidity	H9c2 protect	ABHD5-PLIN5 inh
1	-8	-6	3	3	-1
2	-4	6	-4	-5	-5
3	-3	5	-4	-3	3
4	-6	-1	-4	3	3
5	-6	-4	7	-10	12
6	-2	2	1	18	2
7	-5	3	4	-2	6
8	-4	2	1	3	-5

Further compounds follow.
No.	structure	Glyco luc inh	ABCB6 inh MLPCN	Granule exo inh	MC4R antagonist	MC4R ag barr
9	COCC(=O)Nc1nnc(Cc2ccc(OC)c(OC)c2)s1	2	99	2	12	-1.1
10	CC(C)(C)n1nnnc1C(c1cccs1)N1CCCc2ccccc21 (centres undefined)	-6	103	8	4	-1.9
11	CCCCCCn1c(N2CCN(c3ccccc3)CC2)nc2c1c(=O)n(C)c(=O)n2C	-6	93	8	15	4.6
12	OC(COc1ccccc1Cl)CN1CCN(CC(O)COc2ccccc2Cl)CC1 (centres undefined)	-1	93	2	2	0.6
13	CCOC(=O)C1=C(C)NC2=C(C(=O)CC(C)(C)C2)C1c1ccsc1 (centres undefined)	2	100	0	15	-1.3
14	COc1cc(-c2c(-c3cccc(C)c3)oc3ccccc23)cc(OC)c1OC	0	96	-2	0	-0.4
15	CCOC(=O)N1CCN(C2=C(NS(=O)(=O)c3ccc(C)cc3)C(=O)c3ccccc3C2=O)CC1	-7	113	2	-8	-2.6
16	COc1c(C)cc(Br)cc1C(=O)Nc1ccc(Cc2ccncc2)cc1	-4	99	28	-6	-1.9

No.	CaV13 FRET inh	HTR2A ag	PDI turbidity	H9c2 protect	ABHD5-PLIN5 inh
9	-4	3	-7	4	2
10	/	-4	0	-22	-6
11	-3	-1	4	-15	-2
12	-5	-8	-7	3	12
13	/	-4	-4	2	2
14	-9	-5	-6	-9	-13
15	-7	-9	-3	-12	-40
16	-5	4	7	-8	0

The listing continues:
No.	structure	Glyco luc inh	ABCB6 inh MLPCN	Granule exo inh	MC4R antagonist	MC4R ag barr
17	CCOC(=O)C1(C)NC(c2ccc(N(C)C)cc2)C2C(=O)N(CC)C(=O)C21 (centres undefined)	1	97	2	-1	-2.3
18	Cn1nc(C(C)(C)C)cc1C(=O)NCc1ccc(N2CCCC2=O)cc1	-1	93	-1	8	0.4
19	CCOc1ccc(N2CC(C(=O)Nc3nnc(Cc4ccccc4)s3)CC2=O)cc1 (centres undefined)	-2	96	10	12	0.6
20	CCOCCCNC(=O)NC12CC3CC(CC(C3)C1)C2	0	96	-3	9	-0.6
21	COc1ccc(CNC(=O)CN(c2ccc(C(C)=O)cc2)S(=O)(=O)c2ccc(C)cc2)cc1OC	0	99	4	8	-2.8
22	CC(C)c1cccc(-c2ccc3c(c2)S(=O)(=O)c2cccc(C(=O)NC4CCCC4)c2C3=O)c1	3	97	6	2	-1.2
23	Cc1ccc(C)c(S(=O)(=O)N(C)c2ccc(OC(=O)C3CCN(C(=O)c4ccc(F)cc4)CC3)cc2)c1	0	91	0	8	0.4
24	COC(=O)[C@@H]1C[C@H]2CC[C@H](O)C[C@H]2N1Cc1ccccc1OS(=O)(=O)c1ccc(C)cc1	0	109	-6	0	-0.4

No.	CaV13 FRET inh	HTR2A ag	PDI turbidity	H9c2 protect	ABHD5-PLIN5 inh
17	/	2	-14	0	-3
18	-11	5	2	-23	2
19	-7	1	-4	-3	-2
20	-7	1	-3	8	-3
21	-3	-3	-37	11	0
22	-5	0	-31	0	7
23	-5	-6	0	-5	1
24	-10	0	6	2	1

(listing goes on)
No.	structure	Glyco luc inh	ABCB6 inh MLPCN	Granule exo inh	MC4R antagonist	MC4R ag barr
25	COc1ccc(S(=O)(=O)N2CCOC2CNC(=O)C(=O)NCCCN2CCOCC2)cc1C (centres undefined)	2	97	-10	8	-1.5
26	Oc1[nH]c2ccc(Br)cc2c1N=NC(=S)N1CCOCC1	-15	95	2	-15	-2.5
27	CCCc1cc(=O)oc2cc(C)cc(OCC(=O)NCC(O)c3ccccc3)c12 (centres undefined)	4	95	0	-6	-2.1
28	CCCN(CC(=O)Nc1ccccc1C)C(=O)CCCc1c[nH]c2ccccc12	-2	92	-2	9	-2.1
29	COC(=O)c1ccc(NS(=O)(=O)NC(=O)c2cn(C)c3ccccc23)cc1	1	99	-4	19	0.1
30	COc1ccc(NC(=O)c2sc3nc(N4CCOCC4)c4c(c3c2N)CC(C(C)C)OC4)c(OC)c1 (centres undefined)	0	90	5	2	-0.3
31	COc1cccc(C2CC(c3ccccc3Cl)Nc3nc(N)nn32)c1 (centres undefined)	0	100	-1	10	3.0
32	Cc1ccc2oc3c(c(=O)c2c1)C(c1cccc(Br)c1)N(Cc1ccco1)C3=O (centres undefined)	-1	102	2	17	-0.1

No.	CaV13 FRET inh	HTR2A ag	PDI turbidity	H9c2 protect	ABHD5-PLIN5 inh
25	-10	0	-2	3	-1
26	-2	-11	5	40	2
27	-16	5	2	7	1
28	-5	-5	10	4	9
29	-5	-3	2	-3	-1
30	-9	3	2	-4	-5
31	-6	5	-3	-6	23*
32	-8	-2	2	1	-4

Next part:
No.	structure	Glyco luc inh	ABCB6 inh MLPCN	Granule exo inh	MC4R antagonist	MC4R ag barr
33	Clc1ccc(-c2csc(=Nc3cccnc3)n2CCCn2ccnc2)cc1Cl	-8	94	4	3	4.7
34	CC(C)c1nc2c(c(=O)n(C)c(=O)n2C)n1C	1	93	-17	4	-0.2
35	COc1ccc(N2CCN(C(=O)COC(=O)COc3cc(C)cc(C)c3)CC2)cc1	0	95	3	2	-1.9
36	CCc1cccc(CC)c1NC(=O)COC(=O)CC1c2ccccc2CCN1S(=O)(=O)c1ccccc1 (centres undefined)	-6	102	2	7	0.3
37	O=C(CNC(=O)c1ccc(OC(F)F)cc1)NC1CCCc2ccccc21 (centres undefined)	-2	89	1	-1	-1.7
38	COc1ccc2cc(C(c3nnnn3Cc3ccc(F)cc3)N3CCCCCC3)c(=O)[nH]c2c1 (centres undefined)	0	106	-1	16	0.2
39	COc1ccc(CCNC(=O)CCC(=O)n2ncc3ccc(Cl)cc32)cc1OC	-1	100	2	4	0.5
40	CCNC(=O)C1CCCN(c2nc(C)cc(C)n2)C1 (centres undefined)	3	98	-2	3	0.5

No.	CaV13 FRET inh	HTR2A ag	PDI turbidity	H9c2 protect	ABHD5-PLIN5 inh
33	-6	-7	4	-12	6
34	-15	-2	13	-1	-1
35	-6	12	1	0	-4
36	-13	-4	16	-3	2
37	/	7	-2	-7	-8
38	-7	-3	2	7	-6
39	-9	4	/	-11	3
40	-4	-2	7	1	1

(cont.)
No.	structure	Glyco luc inh	ABCB6 inh MLPCN	Granule exo inh	MC4R antagonist	MC4R ag barr
41	Nc1nc2n(n1)C(c1cccs1)CC(c1ccc(F)cc1)N2 (centres undefined)	2	94	-1	-5	-2.2
42	CN1C(=O)C(CC(=O)Nc2ccc(Cl)cc2)N(Cc2ccco2)C1=S (centres undefined)	3	98	50	6	-3.2
43	Cc1ccnc(SCC(=O)n2c3c(c4ccccc42)CC(C)CC3)n1 (centres undefined)	2	98	-1	5	1.1
44	NS(=O)(=O)c1ccc(NCc2cc(Cl)ccc2OCc2ccccc2F)cc1	-10	96	32	4	4.5
45	CNc1nc(NCc2ccccc2)c2sccc2n1	9	98	-4	5	1.8
46	O=S(=O)(NCCc1csc(-c2cccnc2)n1)c1cc(F)ccc1F	-3	101	-6	9	4.5
47	Cc1ccc(S(=O)(=O)N2CCOC2CNC(=O)C(=O)NCc2ccc3c(c2)OCO3)cc1 (centres undefined)	1	86	0	0	0.0

No.	CaV13 FRET inh	HTR2A ag	PDI turbidity	H9c2 protect	ABHD5-PLIN5 inh
41	-3	-4	5	4	0
42	-6	-3	-2	2	14
43	-5	-5	-10	-11	2
44	-7	-6	-4	-6	7
45	-5	1	-4	-25	1
46	-4	0	4	-1	10
47	/	-3	-6	-9	-1
